Growth percent in the NCI-60 one-dose screen (48 h, 10 µM unless noted): 100 = growth as untreated, 0 = no growth, -100 = all killed.
MDA-MB-468 – MDA-MB-468 breast cancer. 8.5% of 78,000 active. AID 2202374
K-562 – K-562 leukemia; 7.4% of 78,000 active; AID 1794777
MCF7 – MCF7 breast cancer; 6.3% of 82,000 active
MDA-MB-231 – MDA-MB-231 breast cancer; 5% of 81,000 active; AID 1794789
BT-549 – BT-549 breast cancer; 4.4% of 78,000 active; AID 1794793
T-47D – T-47D breast cancer; 5% of 79,000 active
SR – SR leukemia cells; 8.7% of 73,000 active; AID 1794780
HS 578T – HS 578T breast cancer; AID 1794788; 4.1% of 78,000 active
Numbers without * were called inactive; · = no result given; & = joins results of further samples. How the source made its calls: active means growth percent below 10; inactive means the rest. Hits appear at their usual frequency; 13% or so of the library scored in one or more.

SMILES | MDA-MB-468 | K-562 | MCF7 | MDA-MB-231 | BT-549 | T-47D | SR | HS 578T
CN(C)Cc1cc(C(C)(C)C)cc(N2CCOCC2)c1O | 100 | 102 | 110 | 107 | 102 | 97 | 89 | 105
NS(=O)(=O)c1ccc(C(=O)NN2C(=O)c3c(Br)c(Br)c(Br)c(Br)c3C2=O)cc1 | 111 | 102 | 81 | 101 | 106 | 83 | 95 | 95
C=CCNS(=O)(=O)c1ccccc1 | 103 | 106 | 107 | 110 | 97 | 100 | 69 | 107
CCOC(=O)C1=C(C)N=C2Sc3cc(OC(F)(F)F)ccc3N2[C@H]1c1ccccn1 | 29 | 22 | 41 | 54 | 59 | 25 | 26 | 64
Cc1ccn2c(=O)c(C)cnc2c1 | 108 | 96 | 97 | 94 | 100 | 108 | 97 | 97
CCOc1ccc(N=Cc2ccccc2O)cc1 | 115&100 | 104 | 108&102 | 80&103 | 79&71 | 90&107 | 85&110 | 106&120
Cc1nn(-c2ccccc2)c(Cl)c1C1CC(=O)CC(c2c(C)nn(-c3ccccc3)c2Cl)N1 (configuration not stated) | 124 | · | 94 | 121 | 84 | 97 | · | 113
CCCC(=O)NC(C)C(=O)Nc1ccccc1C(=O)OCC (configuration not stated) | 111 | 102 | 100 | 110 | 109 | 101 | 97 | 111
CC(C)Oc1nc2c(c(=O)n(C)c(=O)n2C)n1C | 109 | 95 | 95 | 103 | 109 | 90 | 104 | 116
CC(C)Cc1ccc(C(C)C(=O)OCc2ccc(Cn3c(=O)sn(-c4ccc(Cl)cc4)c3=O)cc2)cc1 (configuration not stated) | 90 | 87 | 83 | 90 | 97 | 86 | 88 | 101
CC1(O)C(c2ccccc2)=Nc2ccccc21 (configuration not stated) | 99 | 92 | 82 | 120 | 98 | 95 | 103 | 100
NC(=O)c1ccc[n+](CC(=O)N2CCN(c3cc4c(cc3F)c(=O)c(C(=O)O)cn4C3CC3)CC2)c1 | 87 | · | 62 | 100 | 87 | 99 | 32 | 91
Nc1nonc1-c1nc2ccccc2n1CC(=O)Nc1ccc2c(c1)COC2=O | 26 | 39 | 74 | 82 | 81 | 86 | · | 66
Cn1cnc2c(Nc3ccccn3)nc(Cl)nc21 | 97 | 99 | 89 | 102 | 102 | 96 | 98 | 101
N#CC1=C(N)Oc2cc(O)ccc2C1c1cccnc1 (configuration not stated) | 107 | 93 | 97 | 119 | 99 | 92 | 84 | 87
O=[N+]([O-])c1ccc(-c2cnc3nonc3n2)cc1 | 93 | 67 | 91 | 86 | 87 | 116 | 51 | 106
Cc1cc2cc3cc(C)c(N(C)C)cc3nc2cc1N(C)C | 24 | 42 | 13 | 63 | -12* | 7.8* | · | 32
COc1ccc(-c2nc3ccccc3c3[nH]c(C)c(C(C)=O)c23)c(O)c1 | 99 | 68 | 73 | 73 | 88 | 72 | 47 | 89
NC(=O)Cc1nc(O)cc(=O)[nH]1 | 111 | 102 | 96 | 96 | 109 | 89 | 94 | 92
COC(=O)c1ccc(C2SCC(=O)N2NC(=O)c2[nH]c3ccc(F)cc3c2-c2ccccc2)cc1 (configuration not stated) | 84 | 112 | 84 | 104 | 83 | 89 | 49 | 101
COc1ccc(-c2cnc3sc(C(=O)NNC(=O)c4ccc(C)cc4)c(C)n23)cc1 | 106 | 107 | 96 | 99 | 115 | 97 | 83 | 101
COc1ccc(-n2cc(-c3ccc(Cl)cc3)nc2SCC(=O)c2ccc(Cl)cc2)cc1 | 90 | 74 | 87 | 72 | 99 | 85 | 111 | 79
COc1ccc(/C=N\NC(=O)c2ccncc2)cc1 | 94 | 94 | 107 | 105 | 106 | 86 | 106 | 106
CCCCC(C(=O)OCC)(C(=O)OCC)C(C)CC (configuration not stated) | 112 | 112 | 100 | 123 | 107 | · | 95 | 130
CCOC(=O)C1=C(C)NC(=S)NC1c1ccc2c(c1)OCO2 (configuration not stated) | 106 | 102 | 110 | 85 | 100 | 97 | 104 | 91

An excerpt of these results, with tabs:
structure	MDA-MB-468	K-562	MCF7	MDA-MB-231	BT-549	T-47D	SR	HS 578T
CCOC(=O)C1=C(C)N=C2Sc3cc(OC(F)(F)F)ccc3N2[C@H]1c1ccccn1	29	22	41	54	59	25	26	64
Cc1ccn2c(=O)c(C)cnc2c1	108	96	97	94	100	108	97	97
CCOc1ccc(N=Cc2ccccc2O)cc1	115&100	104	108&102	80&103	79&71	90&107	85&110	106&120
Cc1nn(-c2ccccc2)c(Cl)c1C1CC(=O)CC(c2c(C)nn(-c3ccccc3)c2Cl)N1 (configuration not stated)	124	·	94	121	84	97	·	113

The results go on:
SMILES | MDA-MB-468 | K-562 | MCF7 | MDA-MB-231 | BT-549 | T-47D | SR | HS 578T
COC(=O)c1c(C(=O)OC)c2c(-c3ccccc3)cc3cccc1n32 | 92 | 83 | 88 | 94 | 101 | 53 | 70 | 111
Cc1cc(C)c(F)c(C)c1N | 104 | 107 | 93 | 99 | 116 | 102 | 102 | 90
FC(F)(F)Oc1ccc2c(c1)C[C@H]1C[C@@H](c3ccoc3)N2O1 | 118 | 92 | 99 | 94 | 112 | 95 | 98 | ·
O=c1cccc(O)[nH]1 | 112&109 | 105&81 | 101&105 | 114&113 | 107&107 | 105&93 | 91&97 | 105&106
COc1ccc(C(=O)Cn2c(C(=O)c3ccc(OC)cc3)nc3ccccc32)cc1 | 17 | 7.6* | 16 | 28 | 31 | 30 | 16 | -12*
COc1ccc(Cn2cc3c(c2-c2ccccc2)CCCc2cnoc2-3)cc1N | 91 | 83 | 92 | 84 | 104 | 81 | 87 | 96
CCN(CC)CCNC(=O)c1cc2ccccc2cc1O | 103 | 103 | · | 105 | 94 | 121 | 93 | ·
CN(/N=C/c1ccc(N(C)C)cc1)C(=O)c1ccccc1N | 107 | 86 | 69 | 102 | 96 | 91 | 89 | 105
CN(CC(=O)NNC(=O)c1cncn1-c1ccc(F)cc1)S(=O)(=O)c1ccc(Cl)cc1 | 106 | 115 | 95 | 116 | · | 104 | 109 | 82
O=C1c2ccccc2C2(c3ccc(O)cc3)c3ccccc3Oc3cccc1c32 (configuration not stated) | -8.8* | 20 | 23 | 22 | 55 | 22 | 9.2* | 26
COc1cc(CNC(=O)CCCC/C=C/C(C)C)ccc1OCc1cn(-c2ccc(C#N)cc2)nn1 | 70 | 75 | 91 | 95 | 77 | 75 | 76 | 91
O=C(CCNC(=O)c1nc(-c2ccccc2)n(-c2ccccc2)n1)NO | 96 | 110 | 101 | 97 | 96 | 91 | 95 | 104
C=CCc1cc(OC)c(O)c(OC)c1 | 112 | 119 | 97 | 104 | 106 | 84 | 87 | 107
c1cc(C2CCCCC2)ccc1-c1cnc2nonc2n1 | 2.7* | 5.7* | 7.1* | 19 | 9.8* | 21 | 5.0* | 58
CC(C)OC(=O)Nc1ccc(F)c(F)c1 | 66 | 94 | 96 | 99 | 111 | 95 | 105 | 94
CN(C)/N=C/C12C3CC(CC1C(C#N)(C#N)C2(C#N)C#N)C3(C)C (configuration not stated) | 98 | 86 | 93 | 103 | 101 | 92 | 85 | 101
O=C1c2c(O)ccc(O)c2C(=O)c2c(O)ccc(O)c21 | 86 | 71 | 88 | 113 | 69 | 96 | 90 | 185
N#CCCN1CCC(N)=NC1=NC#N | 105 | 97 | 96 | 114 | 96 | 101 | 102 | 117
Oc1ccc(C2CCc3ccccc32)cc1 (configuration not stated) | 84 | · | 112 | 104 | 94 | 99 | · | 88
O=c1n(CC2CO2)c(=O)n(CC2CO2)n1CC1CO1 (configuration not stated) | 26 | 57 | 31 | 110 | 54 | 52 | · | 91
O=[N+]([O-])c1nccn1CC(O)CO (configuration not stated) | 111 | 113 | 101 | 110 | 142 | 101 | · | 96
CCOC(C)c1ccc(OC(=O)c2ccccc2)c(OC)c1 (configuration not stated) | 95 | 93 | 106 | 105 | 111 | 89 | 102 | 101
CCCNc1ccncc1CO | 110 | · | 101 | 108 | 108 | 103 | 97 | 106
COc1cc2c(c(OC)c1OC)C1(NCC2)C(=O)N(Cc2ccc(C)cc2)c2ccccc21 (configuration not stated) | 88 | 97 | 103 | 93 | 103 | 84 | 101 | 95
N/N=C(\c1ccccc1)c1ccc([N+](=O)[O-])cc1 | 73 | 100 | 81 | 89 | 99 | 78 | 85 | 82

An excerpt from above, showing only T-47D, MDA-MB-468 and MCF7.
structure,T-47D,MDA-MB-468,MCF7
COc1ccc(Cn2cc3c(c2-c2ccccc2)CCCc2cnoc2-3)cc1N,81,91,92
CCN(CC)CCNC(=O)c1cc2ccccc2cc1O,121,103,·
CN(/N=C/c1ccc(N(C)C)cc1)C(=O)c1ccccc1N,91,107,69
CN(CC(=O)NNC(=O)c1cncn1-c1ccc(F)cc1)S(=O)(=O)c1ccc(Cl)cc1,104,106,95
O=C1c2ccccc2C2(c3ccc(O)cc3)c3ccccc3Oc3cccc1c32 (configuration not stated),22,-8.8*,23
COc1cc(CNC(=O)CCCC/C=C/C(C)C)ccc1OCc1cn(-c2ccc(C#N)cc2)nn1,75,70,91

Following part.
SMILES | MDA-MB-468 | K-562 | MCF7 | MDA-MB-231 | BT-549 | T-47D | SR | HS 578T
O=c1[nH]c2nc[nH]c(=O)c2[nH]1 | 105 | 105 | 100 | 112 | 110 | 120 | 110 | 124
CC(C)(C)c1cc(C=NCc2ccco2)c(O)c(C(C)(C)C)c1 | 107 | 93 | 97 | 107 | 100 | 108 | 84 | 105
COc1ccc2c(c1)sc1nc(-c3ccc(Br)cc3)cn12 | · | 91 | 80 | 90 | 120 | 85 | 120 | 125
Cc1ccc(C(=O)NNC(=O)c2ccc3ccccc3c2)cc1 | 124 | 93 | 104 | 110 | 98 | 92 | 93 | 112
O=C(O)/C=C/c1cn(-c2ccccc2)nc1-c1ccc(F)cc1 | 104 | 100 | 84 | 95 | 91 | 94 | 104 | 83
C1=C(c2ccccc2)CC(c2ccccc2)=C1 | 90 | 102 | 86 | 100 | 108 | 82 | 86 | ·
CCN(CC)CCN1C(=O)c2c(c3c4cccnc4[nH]c3c3ccc4ccccc4c23)C1=O | 63 | 19 | 17 | 90 | 86 | 66 | 3.7* | 109
C=C(C)[C@@H]1CC[C@]2(COC(C)=O)CC[C@]3(C)[C@H](CC[C@@H]4[C@@]5(C)CCCN(C(C)=O)C(C)(C)[C@@H]5CC[C@]43C)[C@@H]12 | -49* | 1.0* | 20 | 45 | 89 | 11 | -36* | 73
CC(C)c1ccc(C(=O)Nc2sc3c(c2C#N)CCC(=O)C3)cc1 | -46* | 1.6* | 4.9* | -40* | -9.8* | · | -12* | 25
Cc1ccc(N2CCN(CC(O)COc3cccc(C)c3)CC2)cc1 (configuration not stated) | · | 89 | 101 | 120 | · | 111 | · | 117
Cc1nn(-c2ccccc2)c2nc3nc4c(c(N)c3c(-c3ccc(Cl)cc3)c12)CCCC4 | 104 | 53 | 98 | 92 | 113 | 108 | -15* | 105
CCCC(=O)NC(c1cccnc1)c1cc(C(C)(C)C)c2cccnc2c1O (configuration not stated) | -20* | 13 | 11 | 35 | 25 | 24 | 12 | 47
O=S(=O)(O)c1cnccn1 | 105 | 106 | 98 | 108 | 95 | 79 | 110 | 112
CCCCCc1nnc(NC(=O)/C=C/c2cccc(F)c2)s1 | · | 61 | 70 | 117 | 96 | 95 | 77 | 113
COc1cc(-c2nc(-c3ccccc3)[nH]c2-c2ccnc(NCCCNS(=O)(=O)c3ccc(Cl)cc3)n2)ccc1F | 59 | 48 | 48 | 73 | 91 | 40 | 58 | 82
COc1ccc(C2c3c(c4ccccc4[nH]c3=O)Oc3ncn4nc(-c5ccco5)nc4c32)cc1 (configuration not stated) | 93 | 98 | 108 | 96 | 102 | 101 | · | 105
O=C1C=CC(=Nc2ccc(F)cc2)O1 | 99 | 88 | 95 | 100 | 88 | 95 | 90 | 122
CCC(=O)Oc1c(Cl)cc(Cl)cc1-c1ccccc1 | 104 | 106 | 100 | 125 | · | 108 | 102 | 105
CNS(=O)(=O)Oc1ccc(-c2sc3cc(OS(=O)(=O)NC)ccc3c2C(=O)c2ccc(OCCN3CCCCC3)cc2)cc1 | 63 | 9.9* | 30 | 79 | 74 | 61 | 27 | 59
Cc1ccc(-c2nc(SCc3nc4cc(Cl)c(Cl)cc4[nH]3)[nH]c(=O)c2C#N)cc1 | 116 | 93 | 101 | 98 | 92 | 85 | 97 | 102
COc1ccc(/C=N\NC(=O)CSc2nc3ccccc3c(=O)n2-c2cc(C)ccc2Cl)cc1OC | 84 | 98 | 74 | 72 | 99 | 89 | 71 | 88
COc1cccc(-c2nc3occn3c2-c2ccnc(NCCCNS(=O)(=O)c3ccc(Br)cc3)n2)c1 | 72 | 41 | 74 | 72 | 79 | 21 | 86 | 107
c1ccc2c(c1)CC1C[C@@H](c3cccc4ccccc34)N2O1 (some centres not stated) | 80 | 82 | 82 | 77 | 94 | 86 | 78 | 102
COc1cc2c(cc1OC)C1(NCC2)C(=O)NC2C=CC(Cl)=CC21 (configuration not stated) | 96 | 89 | 84 | 91 | 118 | 83 | 80 | 92
NC(CSC(c1ccccc1)(c1ccccc1)c1ccc(F)cc1)C(=O)O (configuration not stated) | -41* | -4.9* | 12 | -19* | 29 | 30 | · | 17
COc1ccc2oc3c(C)c4c(c(C)c3c2c1)C(=O)N(O)C4=O | 115 | 106 | 87 | 90 | 91 | 92 | 95 | 95

Compound activity: PubChem, NCI
